Compound activity (PubChem)
LYP phosphatase = PTPN22 lymphoid phosphatase activity blockers – biochemical, fluorescence intensity, uHTS (AID 1779); 290,000 tested, 0.054% active; recombinant LYP phosphatase, fluorescence intensity; higher % means a stronger effect; inhibition, % at 11.5 µM; hits with a dose series show IC50 in µM;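 also: plate controls were vehicle with enzyme for no effect and no enzyme for full effect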
human PMI inhibitors = human PMI inhibitors, high substrate, primary screen, biochemical, fluorescence intensity, high mannose 6-phosphate (AID 1220). 190,000 tested, 0.66% active. recombinant PMI enzyme, coupled fluorescence intensity; higher % means a stronger effect. one-dose inhibition, % at 20 µM; IC50 in µM for titrated hits
P. falciparum M1AAP = P. falciparum M1AAP inhibitors, biochemical, fluorogenic H-Leu-NHMec substrate, 1536-well (AID 1445); 220,000 tested, 0.42% active; recombinant M1AAP, H-Leu-NHMec fluorogenic kinetic assay; higher % means a stronger effect; inhibition, % at 30 µM, or IC50 in µM where a hit was titrated;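 active = primary inhibition above the hit cutoff, then over 50% inhibition at one or more dose response concentrations, cut at about 23% in these data, passing the limit was not always enough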;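 also: plate controls were DMSO full reaction for no effect and no enzyme background for full effect; strong numbers were not always called active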
TNAP activators = stimulation of alkaline phosphatase TNAP activity – biochemical, luminescent, no phosphate acceptor, uHTS, primary screen (AID 1001); purified TNAP, luminescent activation assay, no phosphate acceptor; higher activation fold means a stronger effect; 200,000 tested, 0.03% active; activation fold at 20 µM; hits with a dose series show EC50 in µM; in the data active = activation fold from about 3, or a potency from the dose series; inactive = the rest, 99 in 100 with activation fold below about 1.6; also: many of its hits are not listed in these tables
XIAP displacement = XIAP antagonists, biochemical, IAP family, fluorescence polarization (AID 1018) | XIAP BIR domain, fluorescence polarization peptide displacement; higher % means a stronger effect | 200,000 tested, 0.007% active | displacement, % at 20 µM, or IC50 in µM where a hit was titrated; in the data active = displacement above about 50%; also: a part of the inactive calls stands beside numbers as strong as those of hits
P. falciparum M17LAP = P. falciparum M17LAP inhibitors, primary screen, biochemical, fluorogenic H-Leu-NHMec substrate, 1536-well (AID 1619); inhibition, % at 30 µM, or IC50 in µM where a hit was titrated; 220,000 tested, 0.38% active; recombinant M17LAP, H-Leu-NHMec fluorogenic kinetic assay; higher % means a stronger effect;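 active = compound inhibiting the enzyme by more than half at any dose during confirmatory dose-response retesting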;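 also: plate controls were full reaction with DMSO carrier for no effect and no enzyme background for full effect; strong numbers were not always called active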
human PMI inhibition = inhibitors of human PMI, primary screen, biochemical, fluorescence intensity, coupled assay (AID 1209); purified PMI enzyme, coupled fluorescence intensity; higher % means a stronger effect; inhibition, % at 20 µM, or IC50 in µM where a hit was titrated; 190,000 tested, 0.42% active;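 also: plate controls were DMSO vehicle for no effect and wells lacking substrate for full effect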
Yfh1-off respiration = enhancers of respiration in Yfh1-depleted yeast, dose response, Friedreich's ataxia, plus single-dose screen (AID 1465) | S. cerevisiae Yfh1-off respiration, WST-1 reduction, 72 h; higher fold induction means a stronger effect | 220,000 tested, 0.074% active | one-dose fold induction at 50 µM; EC50 in µM for titrated hits;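 active = fold induction of absorbance versus untreated yeast above a set limit, then at least 30% activation at any dose in follow-up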;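 also: activators that raise dye reduction in frataxin-depleted yeast; strong numbers were not always called active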
WT yeast gro inh = growth inhibition of WT yeast, mitochondrial fusion screen. mitochondrial fusion phenotypic screen, WT strain. 190,000 tested, 2.1% active. inhibition, % at 10 µM; in the data active = inhibition above about 58%; tested in S. cerevisiae
WT yeast gro inh mutant strain = also measured in WT yeast gro inh; calls as there; inhibition, %; mitochondrial fusion phenotypic screen, mutant strain inhibition
An asterisk follows results filed as active; i = inactive; · = no result given. Rule as the data show it, unless noted: active = inhibition above about 50%; inactive = the rest.

The first 12 entries, ahead of the listing:
SMILES | LYP phosphatase | human PMI inhibitors | P. falciparum M1AAP | TNAP activators | XIAP displacement | P. falciparum M17LAP | human PMI inhibition | Yfh1-off respiration | WT yeast gro inh | WT yeast gro inh mutant strain
O=[N+]([O-])c1ccc(-n2cnc3ccccc32)c([N+](=O)[O-])c1 | -7% | 24% | 10% | 1.1 | -4.2% | 40% | 3% | i | 28 | -4
CCOC(=O)C1CCCN(C(=O)COc2ccc(N(C)S(=O)(=O)c3ccc(C)cc3)cc2)C1 (stereo not given) | -5% | 0% | 7% | 1 | -6.5% | 3% | -3% | i | -9 | -18
COc1ccccc1C(=O)NNC(=S)NC(=O)c1sc2ccccc2c1Cl | 3% | -16% | -5% | 1.9 | -0.6% | 49% | -9% | i | -8 | -36
Cc1cccnc1NCC(O)COc1ccccc1 (stereo not given) | 0% | 10% | 0% | 1.1 | 0.3% | -3% | 11% | i | 0 | 12
COC(=O)C1CCN(C(=O)CCCOc2ccccc2)CC1 | -4% | 11% | -5% | 1.1 | -2.2% | -7% | 15% | i | 10 | 15
O=C(c1ccncc1)N1CCN(C(=O)c2cccs2)CC1 | -9% | -6% | -2% | 1 | -9.8% | -4% | -2% | i | 8 | 13
CC(C)CC(COCc1cccc(C(F)(F)F)c1)N1CCN(C(=O)c2cccc(C(F)(F)F)c2)CCC1=O (stereo not given) | 14% | 4% | 4% | 1 | -4.9% | -1% | 3% | i | 18 | -16
CCn1c(SCC(=O)Nc2ccc(OC)cc2)nnc1-c1ccco1 | 0% | -4% | 2% | 1.1 | -4.7% | -2% | -10% | i | -27 | 2
Cc1ccc(SCc2c(C(=O)N/N=C/C3CC=CCC3)nnn2-c2nonc2N)cc1 (stereo not given) | 2% | · | 7% | · | · | 1% | · | i | · | ·
O=C(Cn1nc(C(=O)O)c2ccccc2c1=O)c1c[nH]c2ccccc12 | 1% | · | 3% | · | · | 0% | · | i | · | ·
O=C(CSc1n[nH]c(-c2cccs2)n1)NCc1ccc2c(c1)OCO2 | 1% | 7% | 4% | 0.9 | -5.1% | 4% | 8% | i | 7 | 10
CN(C)C(=O)C(NC(=O)c1ccccc1)=C(Cl)Cl | -3% | -14% | 0% | 1.1 | -3.6% | -12% | -14% | i | -13 | -3

This part in full, repeating the preview:
SMILES | LYP phosphatase | human PMI inhibitors | P. falciparum M1AAP | TNAP activators | XIAP displacement | P. falciparum M17LAP | human PMI inhibition | Yfh1-off respiration | WT yeast gro inh | WT yeast gro inh mutant strain
O=[N+]([O-])c1ccc(-n2cnc3ccccc32)c([N+](=O)[O-])c1 | -7% | 24% | 10% | 1.1 | -4.2% | 40% | 3% | i | 28 | -4
CCOC(=O)C1CCCN(C(=O)COc2ccc(N(C)S(=O)(=O)c3ccc(C)cc3)cc2)C1 (stereo not given) | -5% | 0% | 7% | 1 | -6.5% | 3% | -3% | i | -9 | -18
COc1ccccc1C(=O)NNC(=S)NC(=O)c1sc2ccccc2c1Cl | 3% | -16% | -5% | 1.9 | -0.6% | 49% | -9% | i | -8 | -36
Cc1cccnc1NCC(O)COc1ccccc1 (stereo not given) | 0% | 10% | 0% | 1.1 | 0.3% | -3% | 11% | i | 0 | 12
COC(=O)C1CCN(C(=O)CCCOc2ccccc2)CC1 | -4% | 11% | -5% | 1.1 | -2.2% | -7% | 15% | i | 10 | 15
O=C(c1ccncc1)N1CCN(C(=O)c2cccs2)CC1 | -9% | -6% | -2% | 1 | -9.8% | -4% | -2% | i | 8 | 13
CC(C)CC(COCc1cccc(C(F)(F)F)c1)N1CCN(C(=O)c2cccc(C(F)(F)F)c2)CCC1=O (stereo not given) | 14% | 4% | 4% | 1 | -4.9% | -1% | 3% | i | 18 | -16
CCn1c(SCC(=O)Nc2ccc(OC)cc2)nnc1-c1ccco1 | 0% | -4% | 2% | 1.1 | -4.7% | -2% | -10% | i | -27 | 2
Cc1ccc(SCc2c(C(=O)N/N=C/C3CC=CCC3)nnn2-c2nonc2N)cc1 (stereo not given) | 2% | · | 7% | · | · | 1% | · | i | · | ·
O=C(Cn1nc(C(=O)O)c2ccccc2c1=O)c1c[nH]c2ccccc12 | 1% | · | 3% | · | · | 0% | · | i | · | ·
O=C(CSc1n[nH]c(-c2cccs2)n1)NCc1ccc2c(c1)OCO2 | 1% | 7% | 4% | 0.9 | -5.1% | 4% | 8% | i | 7 | 10
CN(C)C(=O)C(NC(=O)c1ccccc1)=C(Cl)Cl | -3% | -14% | 0% | 1.1 | -3.6% | -12% | -14% | i | -13 | -3
CS(=O)(=O)N(CC(=O)N1CCc2ccccc2C1)c1ccc2c(c1)OCO2 | -2% | 12% | 2% | 1 | -16% | 15% | 18% | i | -3 | -16
CCN(C(=O)CSc1nc2ccc([N+](=O)[O-])cc2s1)C1CCS(=O)(=O)C1 (stereo not given) | -3% | -9% | 5% | 1.1 | -1.4% | 13% | -32% | i | -1 | 21
CCC(=O)N1CCc2cc(S(=O)(=O)N3CCN(c4ccccn4)CC3)ccc21 | -4% | 1% | -4% | 1 | -4.9% | 2% | 5% | i | 14 | 5
Cn1nc(C(=O)N2CCN(S(=O)(=O)c3ccccc3)CC2)c2ccccc2c1=O | -7% | -13% | 9% | 1.1 | -2.0% | -8% | -6% | i | 2 | -6
CCCCNC(=O)CC1N=C2c3ccccc3N=C(SCC(=O)Nc3cccc(C)c3)N2C1=O (stereo not given) | -8% | -8% | 4% | 1.1 | -0.4% | 42% | 1% | i | -3 | -9
COc1ccc(C)cc1N(CC(=O)N1CCc2ccccc2C1)S(C)(=O)=O | -7% | 5% | 2% | 1.1 | -15% | 3% | 4% | i | 0 | -12
COc1ccc(C=NCC2OCCc3ccccc32)cc1OC (stereo not given) | 7% | 11% | 5% | 1.2 | -22% | 15% | 23% | i | -11 | -9
NC(=O)C1(N2CCCCC2)CCN(C(=O)c2ccc(C#Cc3ccccc3)o2)CC1 | 0% | 5% | 1% | 1.1 | -5.0% | -1% | 11% | i | 15 | -14
CC(C)C(=O)Nc1nnc(COc2ccc(Cl)cc2)s1 | -10% | · | -7% | · | · | 0% | · | i | · | ·
CCC(=O)Nc1cccc(C2=NOC3(C2)C[C@H](C(N)=O)N(C(=O)Cc2ccc([N+](=O)[O-])cc2)C3)c1 (stereo not given in full) | 0% | · | 1% | · | · | 3% | · | i | · | ·
CCCCc1ccc(NC(=O)C2CCN(S(C)(=O)=O)CC2)cc1 | -10% | 0% | 1% | 1.2 | -6.9% | -2% | 2% | i | 24 | 19
Cc1c(Cl)cccc1NC(=O)CCN1CCCCC1 | 4% | -2% | -1% | 1.1 | -13% | 5% | 0% | i | 9 | -8
Cc1ccc2c(c1)c1ncn(Cc3ccc(F)cc3)c(=O)c1n2C | -8% | · | 1% | · | · | -1% | · | i | · | ·
Fc1ccc(-c2cc(C(F)(F)F)nc(-n3cc(Cl)cn3)n2)cc1 | -6% | 5% | 0% | 1.1 | -0.8% | 16% | 3% | i | -3 | -8
CC(=O)N1CCc2c(sc3c2c(=O)n(-c2ccccc2)c(=O)n3Cc2ccccc2Cl)C1 | 10% | -1% | -1% | 1 | -1.5% | 7% | 0% | i | -5 | -8
CCc1nc2ccccc2nc1N1CCN(S(=O)(=O)c2c(C)cc(Cl)cc2C)CC1 | -3% | · | 0% | · | · | -6% | · | i | · | ·
O=C(O)c1ccc(CNC(=O)c2ccccc2NC(=O)c2ccc([N+](=O)[O-])cc2)cc1 | -7% | -23% | 1% | 1.1 | -4.2% | 32% | -23% | i | 10 | 9
NC(=O)c1ccc(NC(=O)COC(=O)C(Cc2ccccc2)NC(=O)c2ccccc2)cc1 (stereo not given) | -5% | -3% | 18% | 1 | -4.6% | 25% | 3% | i | -21 | -12
Cc1ccccc1C(=O)N/N=C/c1ccsc1C | -2% | -6% | 11% | 1.1 | -2.7% | -12% | -5% | i | -21 | -12
CN1C(=O)c2ccccc2Sc2ccc(NC(=O)NC3CC3)cc21 | -4% | 1% | 2% | 1.1 | -0.4% | 8% | 4% | i | 12 | 2
CN(C)C(=O)COC(=O)[C@H](Cc1ccccc1)NC(=O)c1ccco1 | -12% | -1% | -5% | 1.1 | 0.2% | 7% | -6% | · | 19 | -21
CCOc1ccc(C(=O)Nc2c3c(nn2-c2cccc(C)c2C)CS(=O)C3)cc1 (stereo not given) | -10% | -1% | -1% | 1.2 | -1.4% | -3% | 6% | i | 0 | 7
COc1cc2c(cc1OC)-c1nnc(-c3cccs3)n1C1(CCCC1)C2 | -5% | 6% | 2% | 1.1 | -3.7% | -9% | -3% | i | 16 | -3
O=C(Nc1nc(-c2ccc(-c3ccccc3)cc2)cs1)C1CCCO1 (stereo not given) | -5% | -6% | 3% | 1.1 | -0.3% | -6% | -5% | i | 25 | 13
COCCNC(=S)N1CCN(C(=O)C(=O)Nc2ccc(C(=O)OC)cc2)CC1 | -2% | 1% | 4% | 1.1 | -4.4% | 4% | 8% | i | -18 | -6
Cc1ccc2c3c([nH]c2c1C)-c1nonc1CC3 | 4% | 0% | -2% | 1.1 | -3.6% | 11% | 0% | i | -12 | -2
COc1ccc(C(=O)n2c(SC)nc3cc4c(cc32)OCCO4)cc1 | -10% | -2% | -4% | 1 | -0.3% | 1% | 1% | i | 16 | 9
O=C1N(Cc2cccnc2)C[C@@H]2C[C@@H](c3ccc4nsnc4c3)N3CCC[C@@]123 | -10% | 22% | 7% | 1.1 | -7.2% | 3% | 9% | i | 4 | 0
COCCn1c(SCC(=O)Nc2ccc(N3CCOCC3)cc2)nc2ccccc21 | -5% | 2% | 7% | 1.1 | -2.8% | -5% | 4% | i | -18 | -2
COc1ccnc(CSC(N)=Nc2ccccc2OC)c1 | -2% | 8% | 1% | 0.7 | -7.8% | 6% | 11% | i | -5 | 4
CCCOC(=S)Nc1ccccc1 | 0% | -6% | 6% | 1.2 | -4.7% | -11% | -2% | i | 18 | 17
COc1cccc(Oc2cn[nH]c2-c2ccc(O)cc2O)c1 | 1% | 5% | -6% | 0.7 | -3.1% | -6% | 5% | i | -4 | 7
Cc1ccc(S(=O)(=O)NC(C)(C)CN2CCc3ccccc3C2)cc1 | -6% | · | 0% | · | · | 4% | · | i | · | ·

Rows are unselected (roughly 3.7% active in at least one column).
